# OX1R antag – OX1R (human) antagonism; O43613; 1.8% of 330,000 active; inhibition, % at 6.6 µM; AID 485270; OX1R-expressing cells, FRET antagonist read-out; in the data active = inhibition mostly above about 38%, no sharp cut-off; inactive = mostly below about 40%;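 note: 0% = agonist challenge alone and 100% = reference antagonist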
# Target sequence (O43613 whole entry, looked up): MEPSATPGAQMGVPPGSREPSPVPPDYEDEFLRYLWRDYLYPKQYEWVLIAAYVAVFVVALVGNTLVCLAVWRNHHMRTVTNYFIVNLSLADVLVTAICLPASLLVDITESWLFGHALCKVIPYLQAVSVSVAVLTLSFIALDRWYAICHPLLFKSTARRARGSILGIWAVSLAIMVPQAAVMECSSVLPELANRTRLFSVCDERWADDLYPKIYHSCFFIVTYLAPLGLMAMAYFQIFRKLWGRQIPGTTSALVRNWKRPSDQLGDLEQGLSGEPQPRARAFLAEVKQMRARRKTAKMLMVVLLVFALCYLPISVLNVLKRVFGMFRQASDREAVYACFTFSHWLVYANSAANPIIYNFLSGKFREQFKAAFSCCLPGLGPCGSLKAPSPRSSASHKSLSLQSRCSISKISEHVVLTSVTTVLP
# STK33 inh – blocks human STK33 kinase activity; Q9BYT3; purified STK33, MBP phosphorylation, ADP-Glo luminescence; inhibition, % at 10 µM; 0.073% of 320,000 active;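 active = inhibition at or above 25%, using the most active replicate where run in duplicate; inactive = inhibition below 25%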
# Target sequence (Q9BYT3 whole entry, looked up): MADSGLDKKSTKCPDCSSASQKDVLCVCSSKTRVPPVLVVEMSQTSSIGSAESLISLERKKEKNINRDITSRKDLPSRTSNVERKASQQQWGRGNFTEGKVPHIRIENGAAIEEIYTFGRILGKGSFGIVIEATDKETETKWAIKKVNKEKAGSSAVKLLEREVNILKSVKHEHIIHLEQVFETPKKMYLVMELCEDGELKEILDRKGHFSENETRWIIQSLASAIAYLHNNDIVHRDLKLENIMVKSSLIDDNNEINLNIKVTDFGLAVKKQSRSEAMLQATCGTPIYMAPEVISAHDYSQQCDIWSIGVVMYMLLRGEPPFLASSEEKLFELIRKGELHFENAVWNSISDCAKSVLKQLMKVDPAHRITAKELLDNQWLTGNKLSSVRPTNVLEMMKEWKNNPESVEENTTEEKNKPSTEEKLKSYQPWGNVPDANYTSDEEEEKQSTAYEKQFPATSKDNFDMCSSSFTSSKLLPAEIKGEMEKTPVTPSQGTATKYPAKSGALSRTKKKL
# * marks the source's active call; other numbers are inactive results; nt = no result given.
SMILES,OX1R antag,STK33 inh
Cc1cccc(C)c1NC(=O)C(NC(=O)c1ccccn1)c1ccc([N+](=O)[O-])cc1 (configuration not stated),6,0.5
CC1(C)CC(=O)C(C2=NC3(CCCCCC3)Cc3ccccc32)=C(O)C1,36,-0.1
COc1ccc(C2=Nc3ccc(C)cc3C(c3ccccc3)N2CC(=O)NN)cc1 (configuration not stated),12,-0.7
CC1CCCCN1CCCn1c(=S)[nH]c2ccccc2c1=O (configuration not stated),5,-2.2
CCOC(=O)N1CCC(NC(=O)c2ccc(CS(=O)c3cccc(Cl)c3)o2)CC1 (configuration not stated),9,-0.1
Cc1ccc(S(=O)(=O)Cn2nnnc2C(C(C)C)N2CCN(Cc3ccco3)CC2)cc1 (configuration not stated),31,-1.2
CN(C)C(=O)NCc1ccc(S(N)(=O)=O)cc1,9,-0.8
COc1cccc(CNC(=O)CCC2CCCN(C(=O)c3cc(C)[nH]n3)C2)c1 (configuration not stated),6,-2.0
O=C1C=C(O)CC(c2ccc(Cl)c(Cl)c2)C1 (configuration not stated),27,-0.8
COc1ccc(N2CCN(c3nc(NCCc4ccc(OC)c(OC)c4)nc(OC)n3)CC2)cc1,6,-1.2
CCOC(=O)c1ccc(N/C=C/C(=O)c2ccccc2)cc1,20,-0.8
Cc1cc(Cl)ccc1Oc1ncc(CN2CCN(c3ccccc3)CC2)s1,1,-1.1
O=C(NNC(=O)c1ccccc1Cl)c1cccs1,8,0.2
CN(C)c1nc(C#N)nc(N(C)C)n1,15,-0.8
COc1ccc(CC(=O)NCCS(=O)(=O)N2CCN(c3ccc(F)cc3)CC2)cc1OC,8,-2.4
COc1ccc(OCCC(=O)OCC(=O)Nc2ccc(Br)cc2)cc1,10,1.0
COc1ccccc1NC(=S)N(CCCN1CCOCC1)Cc1cccs1,27,-0.3
COCCNC(=O)COCc1cc(-c2ccc3c(c2)OCO3)on1,12,-0.2
CCC(=O)Oc1ccc2c(C)c(Cl)c(=O)oc2c1,20,-0.2
Cc1ccc(NC(=S)NCC2CCCO2)cc1C (configuration not stated),9,-1.1
CC(C)c1nnc(NC(=O)CCC(=O)N2CCN(c3ccccn3)CC2)s1,8,-1.0
Cc1ccc(NC(=O)COc2coc(CN3CCN(c4ccccc4)CC3)cc2=O)cc1,13,0.1
COc1ccc(CCNC(=O)CCCn2c(SCC#N)nc3ccccc3c2=O)cc1OC,9,0.3
COc1ccc(CNC(=O)C(=O)NCC2OCCN2S(=O)(=O)c2ccc3c(c2)OCCO3)cc1 (configuration not stated),6,-0.7
Fc1cc(F)c2nc(N3CCCCC3)sc2c1,0,-1.6
CC1=NNC(=O)C1Cc1ccccc1C (configuration not stated),12,-0.7
CCOc1ccc2nc(NC(=O)c3ccc(C)o3)sc2c1,38*,-3.2
COc1cccc(NC(=O)CN(C)CC(=O)NCc2ccc(F)cc2)c1,7,-0.1
CC(=O)Nc1ccc(C=C(C(C)=O)C(C)=O)cc1,5,0.3
Clc1ccc(Cl)c(Oc2ccc(Oc3nc(Cl)ccc3Cl)cc2)n1,7,-0.5
COc1cc(CC(=O)Nc2ccc3c(c2)CCC3)cc(OC)c1OC,20,-0.8
COc1cc(OC)cc(C(=O)NCC2CCCO2)c1 (configuration not stated),17,-0.1
Cc1ccc(S(=O)(=O)N2CCCNCC2)cc1,6,0.0
CC1CCc2c(sc(N)c2C(=O)OC(C)C)C1 (configuration not stated),10,-1.9
CCN(CC)C1CCN(Cc2c(C(=O)N3CCCCCCC3)nc3ccc(Cl)cn23)C1 (configuration not stated),-4,-1.0
Cn1c(N)c(C(=O)COC(=O)C2CCCN2C(=O)c2cccs2)c(=O)n(C)c1=O (configuration not stated),5,-0.5
CCCOC(=O)CSc1nnc(-c2ccc(Cl)cc2Cl)o1,5,-1.0
COc1ccc(OC)c(N(CC(=O)Nc2cccc3ccccc23)S(C)(=O)=O)c1,8,-1.4
Cc1ccnc2nc(C(=O)NC3=NCCS3)nn12,12,0.4
O=C(COC(=O)COc1ccc(Cl)cc1Cl)NC1CCCCCC1,6,-1.5
Cc1c(Cl)cccc1NC(=O)CCN1CCC(C(N)=O)CC1,-5,-0.3
CCCNC(C)(C)COC(=O)c1ccccc1,14,-1.9
Fc1ccc(-n2nnnc2-c2ccccc2Cl)cc1,13,1.2
COc1ccc(/C=N/NC(=O)c2ccccc2NC(=O)c2ccco2)c(OC)c1,40,2.1
CCC(C)N(C(=O)c1csnn1)C(C(=O)NC1CCCC1)c1ccccc1F (configuration not stated),5,-1.2
CCCN(CCC)C(=O)Cn1c(=O)n(CCC(=O)NCCc2ccccc2)c(=O)c2ccccc21,7,-2.2
O=C(CCc1ccccc1)OCCN1CCOCC1,10,-1.6
COc1cccc2cc(C(=O)CS(=O)(=O)c3ccc(Cl)cc3)c(=O)oc12,43*,-0.6
CCn1cc(SCC(=O)NC2CCCC2)c2ccccc21,12,5.0
CC(C)COC(=O)n1c(=O)oc2cc(S(=O)(=O)N3CCCCC3)ccc21,2,-1.2
Cn1cc(CNCc2ccccc2OCC(O)CN2CCc3ccccc3C2)cn1 (configuration not stated),25,-0.2
COc1ccc(NC(=O)Nc2cc(C)ccc2F)cc1,9,3.6
CC(C)OP(=O)(OC(C)C)C(Nc1ccc([N+](=O)[O-])cc1)c1cccc([N+](=O)[O-])c1 (configuration not stated),1,-1.3
Cc1csc(=O)n1CCC(=O)NCc1ccc(F)cc1,6,-0.3
O=C(CSc1ccc(Cl)cc1)N/N=C/c1cccnc1,20,0.3
COc1ccccc1C(=O)NCC(=O)NNC(=O)C1COc2ccccc2O1 (configuration not stated),6,-0.6
CCOc1ccc(NC(=S)NNC(=O)CC(C)O)cc1 (configuration not stated),14,-0.5
Cc1cc(C)c(NC(=O)COC(=O)/C=C/c2cccs2)c(C)c1,9,-1.8
CC1CCN(CCCNC(=O)c2ccc3c(=O)n(CCc4ccccc4)c(=O)[nH]c3c2)CC1,8,-0.1
O=C(CSC(=S)N1CCCCC1)Nc1nc(-c2ccccc2)c(-c2ccccc2)o1,9,0.3

# Pulled by compound from the list above:
SMILES,OX1R antag,STK33 inh
O=C(CSC(=S)N1CCCCC1)Nc1nc(-c2ccccc2)c(-c2ccccc2)o1,9,0.3
CCOc1ccc(NC(=S)NNC(=O)CC(C)O)cc1 (configuration not stated),14,-0.5
COc1cccc2cc(C(=O)CS(=O)(=O)c3ccc(Cl)cc3)c(=O)oc12,43*,-0.6

# Next section.
SMILES,OX1R antag,STK33 inh
COc1ccc(CCN(C(=O)Cn2nnc3ccccc32)C(C(=O)NCC2CCCO2)c2ccncc2)cc1OC (configuration not stated),1,-0.2
Cc1ccc(S(=O)(=O)NCCCNS(=O)(=O)c2ccccc2[N+](=O)[O-])cc1,-1,0.2
O=C1c2ccccc2C(=O)N1Cc1nc(-c2ccccc2)no1,5,2.0
Cc1ccc(S(=O)(=O)N2CCC[C@H]2C(=O)OCC(=O)c2ccc3c(c2)NC(=O)CO3)cc1,7,0.6
CN(Cc1nc2ccccc2c(=O)[nH]1)C(=O)C1CC(=O)N(c2cccc3ccccc23)C1 (configuration not stated),5,1.4
CC(C)COC(=O)/C(C#N)=C/c1cn(Cc2ccccc2)c2ccccc12,10,-0.4
Cc1ccc(NC(=O)C2C3C=CC4(CN(Cc5cccnc5)C(=O)C24)O3)cc1F (configuration not stated),8,-2.1
CC(C)c1ccc(C2/C(=C(/O)c3ccc(F)cc3)C(=O)C(=O)N2CCCN2CCOCC2)cc1 (configuration not stated),14,-0.2
COC(=O)c1ccc(N/C=C/C(=O)c2ccc(OC)c(OC)c2)cc1,6,-0.2
Cc1scc(C(=O)N2CCN(c3ccc(Cl)cc3)CC2)c1C,13,0.2
CCOc1ccc(C(=O)Nc2ccc(-c3nc4ccccc4[nH]3)cc2)cc1[N+](=O)[O-],15,-0.5
COCCNC(=O)C1CCCN(S(=O)(=O)c2cccc3nsnc23)C1 (configuration not stated),48*,-1.1
CCCCNC(=S)NNC(=O)c1cc(-c2cccnc2)nc2ccccc12,17,1.0
CN1c2ccsc2/C(=N/NC(=O)c2c(F)cccc2F)CS1(=O)=O,26,-1.6
Cc1ccc(NC(=O)CN(C)C(=O)Cc2ccccc2F)cc1,16,-0.3

# By substructure, the compounds so far containing an aryl thioether with sulfur outside any ring.
SMILES,OX1R antag,STK33 inh
COc1ccc(CCNC(=O)CCCn2c(SCC#N)nc3ccccc3c2=O)cc1OC,9,0.3
CCCOC(=O)CSc1nnc(-c2ccc(Cl)cc2Cl)o1,5,-1.0
CCn1cc(SCC(=O)NC2CCCC2)c2ccccc21,12,5.0
O=C(CSc1ccc(Cl)cc1)N/N=C/c1cccnc1,20,0.3

# Going on with the list:
SMILES,OX1R antag,STK33 inh
OC1(c2cccc(C(F)(F)F)c2)CCN(Cc2nc(-c3cnccn3)no2)CC1,14,-0.9
CN(CC(=O)Nc1ccccc1Cl)C(=O)COC(=O)c1ccc([N+](=O)[O-])s1,43*,-0.4
CCCCCC[N+](C)(C)CC/C=C1/c2ccccc2Sc2ccc(Cl)cc21,36,2.1
COC(=O)c1ccccc1SCC(=O)Nc1ccc(N2CCOCC2)cc1,16,0.4
O=C(NNC(=O)c1ccc2ccccc2n1)c1ccc(O)cc1,8,nt
O=C(Nc1ccc(N2CCN(C(=O)c3cccs3)CC2)cc1)c1cccnc1Cl,16,0.3
O=C(c1ccccc1)N1CCN(c2ncnc3c2cnn3-c2ccccc2)CC1,15,-0.6
CC(C)=CC(=O)OCC(=O)Nc1ccc(Cl)cn1,2,-0.9
COc1ccc(OC)c(S(=O)(=O)NCc2csc(-c3ccccc3)n2)c1,13,-0.3
CCC(C)[C@H](NC(=O)NCc1ccccc1Cl)C(=O)O (some centres not stated),1,-1.3
COc1ccccc1/C=C1\S/C(=N/NC(=O)c2cccc(Br)c2)NC1=O,19,-1.3
CCCCCCOc1ccc(N2C(=O)CC(S/C(N)=N/N=C(\C)c3cccs3)C2=O)cc1 (configuration not stated),10,-2.7
CCN(CC)S(=O)(=O)c1cc(NC(=O)COC(=O)C2CCC2)ccc1C,9,-0.1
Cc1ccc(NS(=O)(=O)N2CCOCC2)cc1,nt,-0.9
CC(C)CNC(=S)NNC(=O)c1ccc(OC(F)F)cc1,8,-1.9

# Compound profiles, as listed above:
# Results for OC1(c2cccc(C(F)(F)F)c2)CCN(Cc2nc(-c3cnccn3)no2)CC1 = OX1R antag = 14; STK33 inh = -0.9
# Results for CC(C)=CC(=O)OCC(=O)Nc1ccc(Cl)cn1 = OX1R antag = 2; STK33 inh = -0.9

# Additional results:
SMILES,OX1R antag,STK33 inh
Cc1nc(Nc2ccc(S(=O)(=O)N3CCCC3)cc2)c2nnn(Cc3ccccc3)c2n1,0,-2.4
Cc1cccc(C(=O)Nc2ccc(Oc3cnccn3)cc2)c1,4,-2.1
Cc1ccc(NC(=O)N(C2=NCC(C)S2)c2ccccc2)cc1 (configuration not stated),5,0.6
O=C(CSc1nc(C2CCCCC2)nc2ccccc12)N1CCCC1,16,0.3
Cc1ccc(C(C)C)c(Oc2cnccn2)c1,-3,-0.2
CCS(=O)(=O)CCSc1nc(C)cc(C)c1C#N,6,1.3
CC(C)=NNc1nc2c(c(=O)n(C)c(=O)n2C)n1CCc1ccccc1,8,-0.3
CC1CCCC(NC(=O)CCC(=O)c2ccc(F)cc2)C1C (configuration not stated),10,1.7
COc1ccc(/C=C/C(=O)NCCCn2ccnc2)cc1,8,-0.4
CN(C)CC/C=C1\c2ccc(F)cc2Sc2cc(F)c(Cl)cc21,26,2.0
CC(NS(=O)(=O)c1ccc(OCC(=O)N2CCOCC2)cc1)c1ccccc1 (configuration not stated),21,0.0
C=CCn1c(C)cc(C2=NNC(=NCc3ccccc3)SC2)c1C,7,-0.2
O=c1c2c(nc3nc(SCc4ccccc4)[nH]n13)CCC2,16,-1.6
CCNc1nc(NCC)nc(OCCOC(C)=O)n1,8,0.5
C/C(=N\Nc1nc2ccccc2[nH]1)c1ccc(N2CCOCC2)cc1,29,-0.8
CC(C)CC(NC(=O)CCC(=O)OCC(=O)[C@@]1(O)CCC2[C@@H]3CCC4=CC(=O)C=C[C@]4(C)C3[C@@H](O)C[C@@]21C)C(=O)O (some centres not stated),1,-0.1
Cc1c(NC(=O)NC2CCCCC2)cccc1[N+](=O)[O-],15,-1.8
COc1ccc(C(=O)N/C(=C\c2ccc(SC)cc2)C(=O)NCCCn2ccnc2)cc1OC,3,-0.3
Cc1ccc(S(=O)(=O)N(CCC#N)C2CCCCC2)c2nsnc12,8,-0.7
CCOc1ccc(/C=C2\SC(N3CCc4ccccc4C3)=NC2=O)cc1,8,-1.1
COc1ccc(N2CCN(C(=O)CSc3nnnn3-c3ccc4c(c3)OCCO4)CC2)cc1,35,-3.4
Cc1sc2nc(CN(C(=O)NCc3ccccc3)C3CCCC3)[nH]c(=O)c2c1C,9,-0.8
CCN(CC(=O)Nc1c(F)cccc1F)C(=O)c1cc2ccccc2oc1=O,19,nt
CCn1nc(C)cc1C(=O)Sc1cccc(Br)c1,1,1.4
O=C(NCCN1CCN(S(=O)(=O)c2ccc([N+](=O)[O-])cc2)CC1)C(=O)Nc1ccccc1,19,-2.2
CCCS(=O)(=O)N1CCN(Cc2ccc3c(c2)c2ccccc2n3CC)CC1,19,-1.6
Cc1ccc(NC(=O)CCN2C(=O)NC3(CCCC3)C2=O)cc1S(=O)(=O)N1CCOCC1,-3,0.2
CC(=O)Nc1ccc(S(=O)(=O)NCC(=O)OCC(=O)NNC(=O)c2ccccc2)cc1,3,-1.9
CCC1(c2ccc(F)cc2)NC(=O)N(CC(=O)NC2CCCCCC2)C1=O (configuration not stated),7,-1.9
O=C(CNC(=O)N1CC(=O)Nc2ccccc21)Nc1ccc(Cl)cc1,10,0.9
CCNc1nc2[nH]c(=O)c3c(c2s1)OC(N)=C(C#N)C3c1ccc(C)cc1 (configuration not stated),12,-1.3

# Assay outcomes as filed in PubChem BioAssay.

# Random draw from the library, and some 1.8% of all compounds hit somewhere here.
